Assay outcomes: PubChem BioAssay, Broad Institute
C2C12 statin: suppressors of simvastatin-induced myotoxicity in C2C12 myotubes; ATP luminescence, 48 h; scaled: DMSO 0, geranylgeraniol control 100; rescue of ATP level, % at 7.49 µM; 330,000 compounds, 0.78% hits;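 active means mean ATP rescue above about 67%, or every replicate alone reaching that limit, limit read from the data, passing the limit was not always enough; inconclusive means no clear call, values can overlap the other calls; inactive means mean under the limit and some replicate under it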;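 further: myotubes were challenged with 10 µM simvastatin during compound exposure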
ERp5 inh: blocks human ERp5 reductase activity on insulin; ERp5 insulin aggregation, absorbance 650 nm, 90 min; Q15084; 350,000 compounds, 0.05% hits; inhibition, % at 9.99 µM; AID 651711;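 active means mean replicate inhibition above about 25%, with every replicate also reaching it, limit read from the data, passing the limit was not always enough; inconclusive means only one of those two criteria met; inactive means neither criterion met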
E-sel inducer: E-selectin induction on HUVECs. HUVEC E-selectin immunofluorescence imaging; normalized: neutral wells 0, TNF-alpha wells 100. activation, % at 7.58 µM. P16581. 260,000 compounds, 0.37% hits. AID 686992;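 active means mean E-selectin-positive cell signal at least 10% of the positive control, reached in at least 60% of replicates, without over 20% cell loss; inconclusive means no rule given, readout overlaps actives, possibly toxicity-flagged; inactive means the rest, including those meeting only one limit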;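 further: in these data hits start at about 27%; measured in HUVEC primary endothelial cells; signal is the percent of cells scored E-selectin positive by PE staining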
Target sequence (P16581 whole entry, looked up): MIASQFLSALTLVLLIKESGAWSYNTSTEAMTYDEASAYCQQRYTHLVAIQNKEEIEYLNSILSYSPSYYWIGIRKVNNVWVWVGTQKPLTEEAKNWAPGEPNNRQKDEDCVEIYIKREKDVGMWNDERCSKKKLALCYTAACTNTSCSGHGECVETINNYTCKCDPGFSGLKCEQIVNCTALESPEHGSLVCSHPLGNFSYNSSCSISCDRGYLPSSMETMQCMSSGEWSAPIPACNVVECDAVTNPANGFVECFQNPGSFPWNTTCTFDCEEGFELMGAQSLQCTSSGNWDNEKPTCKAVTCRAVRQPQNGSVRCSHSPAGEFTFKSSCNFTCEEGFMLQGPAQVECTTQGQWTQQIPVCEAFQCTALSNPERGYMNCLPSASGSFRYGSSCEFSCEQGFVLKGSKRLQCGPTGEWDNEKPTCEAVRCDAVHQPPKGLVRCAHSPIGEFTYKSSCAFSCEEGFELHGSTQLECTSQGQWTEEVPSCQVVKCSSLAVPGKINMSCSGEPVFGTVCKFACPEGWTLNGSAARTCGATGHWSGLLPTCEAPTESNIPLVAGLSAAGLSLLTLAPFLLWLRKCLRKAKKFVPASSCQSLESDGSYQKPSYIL
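Test system: HUVEC; input: 3,000 HUVEC/well; measured by: immunofluorescence imaging; read-out: % PE-positive cells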
DENV2 CPE: inhibitors of DENV2 cytopathic effect; DENV2-infected cells, cytopathic effect rescue, plate reader; CPE inhibition, % at 9.99 µM; 350,000 compounds, 1.7% hits; AID 651640; in the data active means CPE inhibition above about 20%, passing the limit was not always enough; inconclusive means no clear call, values can overlap the other calls; tested in BHK-21 cells;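 further: 0% = median of neutral control wells and 100% = median of positive control wells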
SIRT5 inh: sirtuin-5 (human) deacylase inhibition | AID 652115 | Q9NXA8 | Purified SirT5, succinyl-peptide AMC, trypsin-coupled fluorescence | inhibition, % at 15 µM | 330,000 compounds, 1.1% hits; in the data active means inhibition above about 15%; inconclusive means no clear call, values can overlap the other calls
Target sequence (Q9NXA8 whole entry, looked up): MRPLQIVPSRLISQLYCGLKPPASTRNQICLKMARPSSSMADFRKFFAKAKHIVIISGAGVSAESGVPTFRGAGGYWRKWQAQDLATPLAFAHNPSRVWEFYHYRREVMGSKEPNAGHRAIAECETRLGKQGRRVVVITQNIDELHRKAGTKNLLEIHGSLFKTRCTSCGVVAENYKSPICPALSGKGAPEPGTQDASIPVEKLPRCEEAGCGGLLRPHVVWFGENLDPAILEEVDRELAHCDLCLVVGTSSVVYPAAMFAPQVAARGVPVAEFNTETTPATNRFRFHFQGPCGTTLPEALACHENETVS
S100A4 MyoIIA: inhibitors of human S100A4 binding to myosin IIA peptide | 360,000 compounds, 0.14% hits | inhibition, % at 10.7 µM | S100A4/TAMRA-MyoIIA peptide fluorescence polarization | AID 652163;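 active means mean inhibition of at least 70% across replicates, with every replicate also reaching that level; inconclusive means mean inhibition reaches 70% but some replicates fall short; inactive means mean inhibition below 70%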
Target sequence (P26447 whole entry, looked up): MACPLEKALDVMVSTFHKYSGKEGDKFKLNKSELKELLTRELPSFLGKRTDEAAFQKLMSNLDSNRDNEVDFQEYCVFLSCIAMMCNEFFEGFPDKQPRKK
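incubation = readout 5 min after mixing, signal stable up to 60 min | system = S100A4 monomer protein | buffer or medium = HEPES pH 7.2 with CaCl2, KCl, NaCl, DTT, Triton | benchmarks = neutral control DMSO, positive control TFP | also added = fluorescent myosin IIA peptide, 5 nM | compound dosing = one concentration per compound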
PglD inh: PglD (C. jejuni) enzyme inhibition. purified PglD enzyme, DTNB colorimetric CoA detection. 360,000 compounds, 0.098% hits. inhibition, % at 12.5 µM; in the data active means inhibition above about 16%, passing the limit was not always enough; inconclusive means no clear call, values can overlap the other calls; further: strong numbers were not always called active
* hit, by the source's call; ? = inconclusive; . = not tested or not shown; & = joins results of further samples.

SMILES,ERp5 inh,SIRT5 inh,C2C12 statin,S100A4 MyoIIA,E-sel inducer,DENV2 CPE,PglD inh
Cc1ccc(S(=O)(=O)N2[C@@H](c3cccc4ccccc34)C(C(=O)O)=C[C@H]2C(C)(C)C)cc1,-1,2,-11,-3,0.0,-17,0
O=C(OCc1cn([C@H]2CN(C(=O)C3CCCCC3)[C@@H](c3ccccc3)C[C@@H]2O)nn1)c1ccccc1,2,5,3,-2,.,25*,2
CC(C)NC(=O)N(C)C[C@@H]1Oc2ncc(C#CC3(O)CCCC3)cc2C(=O)N([C@H](C)CO)C[C@@H]1C,-2,2,11,10,0.1,15,-3
COc1ccc(Nc2nc(N(C)c3ccccc3)nc(N)c2[N+](=O)[O-])cc1,-7,3,.,-4,-0.2,-1,.
Cc1ccccc1-c1ccc([C@@H]2[C@H]3CN(S(=O)(=O)c4cn(C)cn4)CCCCN3[C@H]2CO)cc1,0,2,.,0,-0.4,-9,3
CS(=O)(=O)Nc1ccc2c(c1)[C@@H]1C[C@H](CC(=O)O)O[C@H](CO)[C@@H]1O2,3,-2,.,7,0.1,-2,.
N#C[C@@H]1[C@H](c2ccccc2/C=C/c2ccccc2)[C@H](CO)N1S(=O)(=O)c1ccccc1,-2,-1,.,19,0.1,-8,.
Cc1ccc(/C=C(\NC(=O)c2ccc(C)cc2)C(=O)NCCCn2ccnc2)cc1,-6,0,-5,-12,-0.4,6,-3
Cc1cc(C(=O)Nc2cccc3c2O[C@H](CN(C)C(=O)Nc2ccc4c(c2)OCO4)[C@@H](C)CN([C@@H](C)CO)C3=O)n(C)n1,3,6,-46,-13,-0.3,16,-3
C=CCCC(=O)N1C[C@H]2CCN(C)[C@H]2C[C@H]1c1ccccc1,1,2,-2,-2,6.1,1,4
Cc1[nH]c2ccccc2c1/C=N/NC(=O)c1cc(-c2cccs2)[nH]n1,0,-2,.,4,0.6,3,.
CC(C)[C@H]1CC[C@@H](C)C(C(=O)c2ccccc2)C1=O (some centres undefined),1,0,.,1,.,.,1
O=C(Cn1cnc2c(nnn2Cc2ccccc2)c1=O)NCC1CCCO1 (centres undefined),-3,4,2,2,1.1,-2,-1
C[C@H](CO)N1C[C@H](C)[C@H](CN(C)C(=O)C2CCOCC2)Oc2cc(C#Cc3ccncc3)ccc2S1(=O)=O,-1,1,-4,-5,0.3,7,-1
O=S(=O)(c1ccc(Br)cc1)c1cnc2ccccc2n1,7,-2,.,1,.,.,.
CC(=O)N1CC(=O)N2[C@H](CO)[C@H](c3ccc(-c4ccc(C)cc4)cc3)[C@@H]2C1,2,-1,.,2,0.0,5,.
CC(C)c1ccc(S(=O)(=O)N2CCN(C(=O)c3cc(-c4ccccc4)n[nH]3)CC2)cc1,1,.,0,-5,0.1,0,-3
C[C@H](NC(=O)[C@@H]1Cc2ccccc2CN1)C(=O)NC[C@H]1CC[C@H](C(=O)O)CC1,4,-7,-3,-2,0.3,0,8
Nc1ccc(C(=O)N/N=C\c2ccc(OC(=O)c3ccccc3Cl)cc2)cc1,0,-1,-6,1,.,-3,-10
COc1ccc(S(=O)(=O)n2c([N+](=O)[O-])cnc2C)cc1OC,3,-1,-2,-5,.,-3,0
O=C1CC(c2ccccc2)=C(c2ccccc2)C1,4,-3,-1,-3,.,19,3
O=C(NCc1nnnn1-c1ccc(F)cc1)C1CC(=O)N(c2ccc(F)cc2)C1 (centres undefined),12,1,-4,4,0.4,-7,-3
O=C(c1cnccn1)N1CC(=O)N2[C@H](CO)[C@@H](c3ccc(C#CCC4CCCC4)cc3)[C@@H]2C1,1,-5,.,-20,-0.3,-1,.
CCCCc1ccc(NC(=O)COc2ccc(C(=O)Nc3ccccc3OC)cc2)cc1,-5,-1,.,0,1.0,-7,.
CCOC(=O)c1c(CSC(=N)N)n(-c2ccc(Br)cc2)c2cc(Br)c(OC(C)=O)cc12,.,.,-2,.,2.2,.,0
CN1CCN(c2ccc(NC(=S)NC(=O)/C=C/c3ccco3)cc2)CC1,1,12,0,28,.,1,-7
CCCNC(=O)N1CC2(C1)[C@@H](c1ccccc1)[C@@H](CO)N2C(=O)c1ccncc1,1,-6,.,10,-0.1,10,.
C[C@H](CO)N1C[C@H](C)[C@@H](CN(C)Cc2ccc(C(=O)O)cc2)Oc2ccc(NS(C)(=O)=O)cc2CC1=O,-10,4,-36,-24,-2.5,11,-6
O=C(c1ccco1)N1CCN(C(=O)c2cnn3c2NC(c2cccs2)CC3C(F)(F)F)CC1 (centres undefined),1,1,-12,4,.,-3,-1
Cc1ccc(NS(=O)(=O)c2cccc(C(=O)NCC3CCCO3)c2)cc1 (centres undefined),3,3,9,-2,-0.4,14,-1
C[C@@H]1CN([C@@H](C)CO)C(=O)Cc2cc(NC(=O)c3ccncc3)ccc2O[C@H]1CN(C)Cc1ccccc1,-1,5,-32,-110,0.2,1,1
CCNC(=O)C[C@@H]1C=C[C@@H](NC(=O)C2CCOCC2)[C@@H](CO)O1,-3,5,-2,4,0.8,-6,3
COc1ccc(NC(=O)N(C)C[C@@H]2Oc3ccc(NS(=O)(=O)c4cccs4)cc3CC(=O)N([C@@H](C)CO)C[C@H]2C)cc1,.,.,-39,.,0.2,4,4
C#CCn1c(=NC(=O)c2ccc(Br)s2)sc2cccc(OC)c21,-1,-3,-14,0,0.3,0,-2
CCC1CCCCN1CCCNC(=O)C1CCCN(S(=O)(=O)N2CC(C)CC(C)C2)C1 (centres undefined),6,-2,1,-7,.,-3,-3
CN(CC(=O)Nc1ccc(Cl)cc1)CC(=O)Nc1sc2c(c1C(N)=O)CCC2,5,1,-9,0,-0.4,-8,1
O=C(CSCC(=O)N1CCCCC1)OCC(=O)c1c[nH]c2ccccc12,-1,-4,3,0,.,.,3
CNC(=O)/C(C#N)=C\c1ccc(CNS(=O)(=O)c2ccc(Cl)cc2)o1,-3,6,.,-2,1.5,6,.
O=C(NCc1cccc(F)c1)c1[nH]c(C(F)(F)F)nc1-c1ccccc1,-2,-1,9,-2,-0.9,-1,-1
Cc1ccc(S(=O)(=O)N(C)C[C@H]2Oc3ccc(NC(=O)Cc4cn(C)c5ccccc45)cc3CC(=O)N([C@H](C)CO)C[C@@H]2C)cc1,0,5,51,7,3.5,19,-1
Nc1ccc2oc(-c3cc(Br)ccc3Cl)nc2c1,-5,-5,50,-3,.,.,-5
C/C(=N\NC(=O)c1c(C)nc2ccccn12)c1ccc(N2CCOCC2)cc1,-2,-3,.,8,1.7,0,.
CC(=O)c1ccc(-c2ccc(C(=O)NC3CCCCCC3)o2)cc1,1,-4,3,0,0.3,-6,2
C=CCC1CCCCC12NC(=O)N(c1ccccc1)N2 (centres undefined),-1,0,.,4,0.0,1,-5
CCc1ccc(C(=O)Nc2ccc(OC)c(S(=O)(=O)N3CCCCC3)c2)cc1,1,0,4,-21,-0.5,8,3
C[C@H]1CN([C@@H](C)CO)S(=O)(=O)c2ccc(-c3ccc(C(=O)N(C)C)cc3)cc2O[C@H]1CN(C)C(=O)C1CCCCC1,-2,2,14,-24,1.1,-4,0
C[C@H]1C[C@@H]2[C@H]([C@@H](O)C[C@@]3(C)[C@H]2CC[C@]3(O)C(=O)CO)[C@@]2(C)C=CC(=O)C=C12,0,-2,16,1&-7,-0.2,-7,2
O=C(c1cc(-c2ccc(Cl)cc2)on1)N1CCN(c2ccc(F)cc2)CC1,3,3,22,-8,-0.1,2,-2
COC(=O)c1sc2nc3c(cc2c1N)C(=O)CC(C)(C)C3,-3,-1,3,-2,.,-1,0
COc1ncnc2c1ncn2CCCNC1CCN(Cc2ccccc2)CC1,0,-5,-2,-1,0.3,-7,-4
CC(C)Oc1ccc(CN2CCC2(C)C(=O)Nc2ccc(Cl)c(Cl)c2)cc1 (centres undefined),5,-1,-12,4,-0.3,0,1
C[C@H](CO)N1C[C@H](C)[C@@H](CN(C)C(=O)NC2CCCCC2)OCCCC[C@H](C)Oc2ccc(NC(=O)c3ccncc3)cc2C1=O,1,3,.,-8,0.0,-14,3
CCc1cccc(NC(=O)C2CCCN(S(=O)(=O)c3cccnc3)C2)c1 (centres undefined),2,-2,-25,2,.,4,4
CCn1c(O)c(/C=N/N=C2CCCCC2)c2cc(C3=NNC(=O)CC3)ccc21,1,3,.,-41,3.0,-2,.
CC(=O)N1[C@@H](CO)[C@@H](c2ccccc2)C12CN(Cc1cc(F)ccc1F)C2,0,-1,.,3,0.0,3,.
COCC(=O)Nc1ccc2c(c1)OC[C@@H](C)N(Cc1cc(F)ccc1F)C[C@H](C)[C@H](OC)CN(C)C2=O,-3,4,-10,6,-0.2,1,-1
O=C(COC(=O)CNC(=O)c1ccccc1F)NC12CC3CC(CC(C3)C1)C2,1,-1,8,0,2.6,2,-4
Cc1cc2cc(CNC(=O)c3cccs3)ccc2n1C,-1,1,-8,16,.,8,-7
Cc1cc(C(=O)NCc2ccc(Cl)cc2)n(-c2ccccc2)n1,-1,-3,20,-7,.,20,.
COC(=O)C1=C(C)N(CC2CC2)C(=NCc2cccc(Cl)c2)N[C@H]1c1ccccc1,0,.,.,-3,0.7,?,2

Going on with the list:
SMILES,ERp5 inh,SIRT5 inh,C2C12 statin,S100A4 MyoIIA,E-sel inducer,DENV2 CPE,PglD inh
O=C(OCC(=O)c1ccc[nH]1)c1cncc(Br)c1,9,-2,18,16,.,2,-1
O=C(O)C1(c2ccccc2)CCN(S(=O)(=O)c2ccc(Cl)cc2)CC1,4,0,2,0,0.0,12,-5
CC1=CC(C)(C)NC(=S)N1c1ccccc1,-3,0,-1,-3,.,-8,.
COc1ccc(/C=N/NC(=O)c2cc(-c3ccccc3)nc3ccccc23)c(C(=O)O)c1OC,-1,1,27,-1,0.1,?,-2
Cc1cc2ccc3ccccc3c2cc1CN(C)C,5,-3,.,-27,.,4,0
COc1ccccc1-c1ccc2c(c1)O[C@@H](CN(C)C(=O)Nc1cccc(F)c1)[C@@H](C)CN([C@H](C)CO)S2(=O)=O,-2,-3,-13,10,.,-3,-3
C[C@@H]1CCCCO[C@@H](CN(C)Cc2ccncc2)[C@@H](C)CN([C@@H](C)CO)C(=O)c2cc(NC(=O)Nc3ccccc3)ccc2O1,1,0,.,7,0.0,13,0
CCC(=O)N1C[C@@H](C)[C@@H](OC)CN(C)C(=O)c2ccc(NC(=O)NC(C)C)cc2OC[C@@H]1C,-3,2,13,-3,0.0,0,-2
COc1cc2c(cc1OC)CN(C(=O)c1ccc(Br)o1)CC2,5,-3,.,-7,3.2,-1,.
CC1CCC(NCC(=O)Nc2cccc(S(N)(=O)=O)c2)CC1 (centres undefined),-2,11,8,0,0.0,.,4
C[C@@H]1CN([C@H](C)CO)C(=O)c2cc(/C=C/c3ccccc3)cnc2O[C@H]1CN(C)C(=O)CN1CCOCC1,3,-18,13,-3,-0.1,-1,-2
COc1ccc(S(=O)(=O)Nc2ccc3c(c2)C(=O)N([C@H](C)CO)C[C@@H](C)[C@H](CN(C)C(=O)Cc2ccccc2)OCCCC[C@@H](C)O3)cc1,3,5,.,-79,0.1,1,0
Cc1ccc(C(=O)N/N=C\c2cc(Br)c(Br)o2)cn1,-5,1,.,3,0.4,-2,0
CCCCC(=O)Nc1cc([N+](=O)[O-])ccc1F,-1,-2,.,-4,.,0,.
CCC(C(=O)OC)n1cnc2c(nnn2-c2cccc(Cl)c2)c1=O (centres undefined),2,6,3,6,.,0,7

The list is partial, so the mix of outcomes need not match the whole.
